Source: PubChem BioAssay (several laboratories)
PERK inh – human PERK inhibition, primary cell-based screen; CHO PERK-DD fusion, SEAP luminescence translation reporter; inhibition, % at 5.6 µM; actives 0.17% (n = 220,000); AID 1416;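 active = inhibition above the mean inhibition of all tested compounds plus 3 SD, set separately per screening campaign, cut at about 2.9% in these data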;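 note: PERK kinase domain activated by AP20187 dimerizer at 100 nM; 0% = DMSO with dimerizer and 100% = rapamycin at 8.4 µM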
Furin inh – human furin inhibition; P09958; purified furin, fluorogenic substrate cleavage; inhibition, % at 30 µM; actives 0.061% (n = 220,000); in the data active = inhibition above about 25%; note: inactives centre near -15
Target sequence (P09958 108-714 limits assumed): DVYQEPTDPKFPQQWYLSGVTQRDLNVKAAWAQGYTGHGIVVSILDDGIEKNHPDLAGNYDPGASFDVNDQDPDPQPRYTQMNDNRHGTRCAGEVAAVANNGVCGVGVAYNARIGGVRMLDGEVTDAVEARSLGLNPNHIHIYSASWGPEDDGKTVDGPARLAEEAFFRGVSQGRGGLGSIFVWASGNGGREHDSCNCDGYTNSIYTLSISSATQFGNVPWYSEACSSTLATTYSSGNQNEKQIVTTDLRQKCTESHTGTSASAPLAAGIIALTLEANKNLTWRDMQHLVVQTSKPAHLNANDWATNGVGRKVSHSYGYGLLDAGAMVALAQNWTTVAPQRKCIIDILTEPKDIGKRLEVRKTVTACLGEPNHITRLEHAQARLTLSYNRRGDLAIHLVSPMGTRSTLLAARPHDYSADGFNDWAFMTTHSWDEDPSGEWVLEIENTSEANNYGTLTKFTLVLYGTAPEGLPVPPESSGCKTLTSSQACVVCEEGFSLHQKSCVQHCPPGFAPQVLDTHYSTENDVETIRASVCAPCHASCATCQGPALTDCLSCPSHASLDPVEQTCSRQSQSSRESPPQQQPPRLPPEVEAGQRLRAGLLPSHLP
FXIIa inh – blocks human coagulation factor XIIa protease activity. P00748. purified FXIIa, Boc-QGR-AMC fluorogenic substrate, 2 h. inhibition, % at 5 µM. actives 0.3% (n = 220,000); in the data active = inhibition above about 40%;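 note: 0% = enzyme with no compound and 100% = blank without enzyme; many of its hits are not listed in these tables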
m-calpain inh – blocks pig calpain II enzyme activity. purified calpain II, fluorogenic peptide substrate, 30 min. inhibition, % at 16 µM. actives 0.37% (n = 220,000). AID 1236;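 active = inhibition above about 50%, limit read from the data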
FXIa inh – inhibitors of human coagulation factor XIa; P03951; purified FXIa, Boc-Glu-Ala-Arg-AMC fluorogenic substrate; inhibition, % at 5 µM; actives 0.14% (n = 220,000);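 active = inhibition of at least 40%; inactive = inhibition below 40%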;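 note: fluorescence of freed AMC excited at 355 nm; 0% = enzyme without compound and 100% = no enzyme blank; many of its hits are not listed in these tables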
Rad51 HR inh – blocks human Rad51 in homologous recombination | AID 1385 | hRad51 DNA strand exchange, fluorescence dequenching | inhibition, % at 10 µM | actives 0.085% (n = 200,000) | Q06609;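 active = inhibition above 40% at the single screening dose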;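 note: 0% = DMSO control wells and 100% = blanks with heterologous ssDNA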
Target sequence (Q06609 whole entry, looked up): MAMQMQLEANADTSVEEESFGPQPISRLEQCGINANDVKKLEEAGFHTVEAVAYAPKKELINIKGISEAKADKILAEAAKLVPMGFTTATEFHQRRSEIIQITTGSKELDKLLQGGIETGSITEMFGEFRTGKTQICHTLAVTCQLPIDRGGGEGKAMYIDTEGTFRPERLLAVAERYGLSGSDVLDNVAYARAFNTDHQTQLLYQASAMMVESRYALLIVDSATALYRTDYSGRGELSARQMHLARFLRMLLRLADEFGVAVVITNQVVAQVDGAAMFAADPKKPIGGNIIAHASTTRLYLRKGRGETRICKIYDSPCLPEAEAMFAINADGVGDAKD
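Material: human Rad51–ssDNA filaments; Probe or stimulus: labelled 47-mer dsDNA for strand exchange; Doses: single 10 µM dose; Incubation: 37 °C 15-min filament assembly, 30-min compound preincubation, 15-min exchange; Technique: FRET fluorescence dequenching, excitation 485 nm, emission 520 nm; Measure: Fluorescence-based percent inhibition, control- and blank-normalised; Benchmarks: plate control and blank wells.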
Cl transport mod – modulates chloride dependent transport by human KCC2; actives 2.2% (n = 190,000); B-score of Tl+ flux slope (higher = more flux/activation; lower = inhibition) at 10 µM; Q9H2X9; KCC2 cells, thallium flux FluoZin-2 fluorescence; AID 1456;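 active = thallium flux slope and its plate-corrected score both differing from the plate sample mean at a set confidence after two filtering rounds, in either direction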;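 note: slope of fluorescence scaled to starting intensity during 10 to 20 s after thallium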
thrombin 1536 – inhibitors of human thrombin; actives 0.26% (n = 220,000); alpha-thrombin, Boc-VPR-AMC fluorogenic substrate cleavage; AID 1046; inhibition, % at 5 µM;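 active = inhibition at or above 40%; inactive = inhibition below 40%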;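 note: 0% = enzyme with no compound and 100% = wells without enzyme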
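Test system: human alpha-thrombin; medium: pH 7.5 Tris-saline with Tween 20; times: reaction at room temperature; signal: AMC fluorescence at 355 nm excitation and 460 nm emission; also added: Boc-VPR-AMC substrate, 15 µM final; dosing: one concentration per compound, 5 µM, with 0.2% DMSO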
hK5 inh – kallikrein 5 (human) inhibition. inhibition, % at 5 µM. recombinant hK5, fluorogenic AMC substrate cleavage. Q9Y337. actives 0.59% (n = 210,000);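 active = inhibition of 40% or more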;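 note: 0% = enzyme controls without compound and 100% = no-enzyme blanks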
Starred values were filed as active, the others as inactive; . = not tested or not shown; [ ] = remark or other dose. A portion of the library, so the mix of outcomes need not match the whole.

Screens in order: PERK inh, m-calpain inh, thrombin 1536, Rad51 HR inh, FXIIa inh, Furin inh, FXIa inh, Cl transport mod, hK5 inh
COC(=O)/C(C#N)=C/c1ccc(N2CCOCC2)c([N+](=O)[O-])c1
  1.5, -17.2, -2.0, 30.5, 8.6, -7.4, 3.3, ., -1.5
CC(C)c1ccc(-c2cc(C(=O)N3N=C(C(F)F)CC3(O)C(F)F)c3ccccc3n2)cc1 (stereo unspecified)
  -0.5, -59.2, -3.5, 4.4, 6.6, -19.1[20 µM], -7.3, -0.422, -4.8
C=CCN1C(=O)/C(=C2/C(=O)N(CC(=O)O)c3ccccc32)S/C1=N/c1nccs1
  1.0, -49.7, 11.7, ., 22.4, -11.8[20 µM], 18.1, ., -74.6
CCOC(=O)c1sc(NC(=O)c2ccccc2C(=O)O)c(C(=O)OCC)c1C
  1.8, 9.2, -3.0, 13.1, 6.4, -13.1, 0.9, ., -2.8
COc1ccc2cc(C(c3nnnn3C3CCCC3)N3CCc4ccccc4C3)c(=O)[nH]c2c1 (stereo unspecified)
  -0.2, -67.0, -9.5, -13.1, 9.7, -20.9, -8.1, -2.13, -10.0
O=c1[nH]c(SCc2ccccc2)nc2ccsc12
  -0.8, -16.4, -1.2, 9.7, 5.0, -3.8, -3.3, 0.0078, -3.8
COCCn1c(N/N=C(C)/C=C/c2ccccc2)nc2c1c(=O)[nH]c(=O)n2C
  0.9, 1.8, -5.8, -17.2, 14.3, -6.5, 1.6, -0.0354, 6.4
CC1CN(C2=NC(=O)/C(=C/c3ccncc3)S2)CC(C)O1 (stereo unspecified)
  1.7, -114.3, -8.3, ., 4.3, -1.3, -0.2, -0.269, 0.0
Cc1ccc(NC(=S)N(CCCN2CCC(C)CC2)Cc2ccco2)cc1
  1.1, 18.4, -1.3, 1.0, 3.9, -12.7, -4.3, 0.94, -2.6
COc1cc(C2NC(=O)NC(O)(C(F)(F)F)C2C(=O)c2ccc(Cl)cc2)ccc1O (stereo unspecified)
  0.1, 21.4, 3.2, 7.0, 13.7, -11.1, -2.5, 1.66, 19.2
CC(=O)Nc1ccc(S(=O)(=O)N2CCN(C34CC5CC(CC(C5)C3)C4)CC2)cc1
  -1.4, 6.3, -2.6, 0.6, 25.8, -23.4, -0.3, ., -7.0
COc1ccc(CCNS(=O)(=O)c2ccc(Cl)s2)cc1OC
  -0.3, 18.6, 1.9, ., 15.6, -30.0[20 µM], -2.2, 0.0374, -27.6
COc1cc(/C=N/Nc2nc(Nc3ccccc3)nc(-n3nc(C)cc3C)n2)cc(OC)c1OC
  -0.8, -161.0, 1.0, 2.7, 4.8, -28.8, 2.8, -0.213, -65.0
C=CCN(c1ccccc1)S(=O)(=O)c1cc(C(=O)NC2=NCCS2)ccc1Cl
  0.8, 29.8, -12.4, 0.7, 3.2, -21.9, -1.4, -0.0415, -0.6
C=CCn1c(SCC(=O)c2ccc(OC)cc2)nnc1-c1ccc2c(c1)OCO2
  -0.9, 11.3, 4.9, ., 10.8, -9.5, 4.6, -0.349, -4.7
Cn1cnnc1SCc1ccccc1Br
  2.3, 36.3, -3.5, -4.4, -0.3, -20.7[20 µM], 4.1, ., -9.9
Clc1cccc(-c2ccc(/C=N/n3cnnc3)o2)c1Cl
  0.0, 11.7, 5.2, -0.5, 11.7, -1.7[20 µM], -5.4, 0.228, 1.3
O=C(COC(=O)COc1ccccc1[N+](=O)[O-])Nc1ccc(S(=O)(=O)N2CCCCC2)cc1
  1.6, -47.5, -3.1, -2.8, 7.0, -8.4[20 µM], 3.1, -0.155, -36.4
Cc1ccc(NC(=O)c2ccc3c(c2)N(CC(=O)N2CCCCC2)C(=O)C(C)(C)O3)cc1
  0.3, -13.7, -2.2, -2.8, 7.9, -20.7, 0.5, ., -17.4
O=c1[nH]c2ccc(S(=O)(=O)Nc3ccc(-c4nnc5n4CCCCC5)cc3)cc2o1
  -0.5, 13.3, -11.2, -5.8, -1.9, -23.6, -3.5, 1.33, -23.6

The last 2 entries of the section above lead into the next.
Screens in order: PERK inh, m-calpain inh, thrombin 1536, Rad51 HR inh, FXIIa inh, Furin inh, FXIa inh, Cl transport mod, hK5 inh
Cc1ccc(NC(=O)c2ccc3c(c2)N(CC(=O)N2CCCCC2)C(=O)C(C)(C)O3)cc1
  0.3, -13.7, -2.2, -2.8, 7.9, -20.7, 0.5, ., -17.4
O=c1[nH]c2ccc(S(=O)(=O)Nc3ccc(-c4nnc5n4CCCCC5)cc3)cc2o1
  -0.5, 13.3, -11.2, -5.8, -1.9, -23.6, -3.5, 1.33, -23.6
Cc1cc(Nc2ccc(F)cc2Cl)n2ncnc2n1
  0.8, 14.0, -2.7, -4.5, 9.1, -10.7, 3.7, 0.145, 0.7
Cc1c(Cl)cccc1NC(=S)N(CCCN1CCOCC1)Cc1cccs1
  -0.9, 17.4, -7.3, 11.3, 13.3, -8.9, -2.0, 1.15, -13.2
CC1CCC(NC(=O)C(NC(=O)c2ccccc2)C(C)C)CC1 (stereo unspecified)
  0.9, -3.2, -1.8, ., 10.0, -26.2, -0.9, -0.621, 21.8
CCc1ccccc1NC(=O)Nc1ccc(F)cc1F
  1.6, -8.0, 5.7, 15.0, 7.1, -34.1, -1.2, 0.272, -12.0
CC(C)(C)C1CCc2onc(C(=O)O)c2C1 (stereo unspecified)
  -0.3, -1.1, -1.6, 4.3, 7.5, -12.7, -5.0, 1.52, -1.3
O=C(NCc1ccccc1)c1ccc(S(=O)(=O)C(F)F)cc1
  0.2, 11.3, 0.3, -4.6, 2.0, 3.6[20 µM], -8.3, -0.255, 4.3
O=C(Nc1ccc2c(c1)OCO2)c1ccc(Br)o1
  -0.3, -35.7, -8.9, 0.7, 2.3, -16.2[20 µM], 4.4, 0.503, -26.6
Cc1ccc(C)c(S(=O)(=O)N2C(=S)NC(=O)C2C(C)C)c1 (stereo unspecified)
  1.1, -15.0, -2.0, -0.5, 8.4, -14.3[20 µM], -0.7, 1.06, -14.7
O=C1NCCCc2c1oc1ccc(O)cc21
  0.6, 1.2, -1.8, -5.2, 14.7, -20.5, 2.3, 0.413, 9.6
O=C(NC(Cc1c[nH]c2ccccc12)C(=O)OCC(=O)c1cccc2ccccc12)c1cccs1 (stereo unspecified)
  -0.7, -47.0, -9.5, -14.8, 0.5, -12.9, -7.9, 0.00773, -6.0
COC(OC)c1ccnc(-c2ccc(OC(=O)c3cccs3)cc2)n1
  0.8, -2.5, -3.4, -9.6, 6.5, -14.6, 0.3, -0.356, -12.2
C#CCNC(=O)C1=C[C@H](c2ccc3c(c2)OCO3)[C@@H](CCCO)[C@H](OCC)O1
  1.1, -8.9, -2.8, 7.1, 5.5, -25.2, -0.8, -0.195, 0.5
O=C(COc1ccc(/C=N/NS(=O)(=O)c2ccccc2)cc1)NCCc1ccccc1
  1.4, -6.1, 2.9, 0.1, 18.4, -7.9[20 µM], 6.0, 0.0254, -1.1
CCOc1cc(C(=O)Nn2cnnc2)cc(OCC)c1OCC
  0.4, -4.8, 2.4, 0.9, 10.7, -24.8, -4.1, 0.183, 3.1
CCC(=O)N(Cc1cc2ccc(C)cc2n2nnnc12)C1CCCCC1
  0.4, -9.2, 1.8, 7.1, 20.4, -9.6[20 µM], 6.7, -0.246, -7.9
COCCCNC(=O)Cn1nnc(-c2ccc(NC(=O)c3ccccc3F)cc2)n1
  0.6, -22.7, -0.4, 7.7, 12.4, -13.8[20 µM], 2.6, -0.201, -7.5
Nc1cccc2c1C(=O)N(CC(=O)NC13CC4CC(CC(C4)C1)C3)C2=O
  1.1, -466.2, -4.5, -4.3, 6.7, -26.8, -1.6, 0.398, -0.8
COc1ccc(S(=O)(=O)Nc2cccc(N(C)S(C)(=O)=O)c2)cc1C
  0.1, 16.0, -10.2, -2.8, 2.9, -9.3, -4.1, -0.147, -2.1
CN(C)CCCNC(=O)/C(=N\O)c1ccccc1
  0.1, -2.4, -2.5, 0.2, 10.0, -25.8[20 µM], 6.6, ., -19.9
Cc1cnc(NC(=O)CSc2nnc(Cc3ccccc3)o2)s1
  0.5, -3.4, -7.8, -0.3, 6.5, -13.9[20 µM], 2.2, -4.44*, 3.3
CCCc1cc(C(=O)N2CCN(c3ccccc3C)CC2)cs1
  -0.7, 21.3, 9.4, -8.8, 3.4, -4.1[20 µM], 7.1, -0.124, -10.9
Cc1c(Cl)cccc1NC(=O)N1CCCC1
  0.5, -27.1, -11.5, 3.1, 5.5, -23.1, -5.0, 0.63, -2.1
Cc1cc(=O)n(CC(=O)O)c2ccccc12
  0.5, 19.5, -2.2, -7.0, 13.3, -15.5, -1.0, 1.32, 2.7
COc1cccc(C(=O)CSc2nnc(COc3cccc4cccnc34)o2)c1
  0.9, 22.8, -6.3, -6.2, 0.9, -19.4, 0.3, -3.49, -8.4
CN(C)/C=N/c1cc(=O)[nH]c(=O)n1Cc1ccccc1
  -0.2, -4.8, -2.8, 2.3, 7.1, -3.7, 0.0, 0.023, -5.3
CCOC(=O)NC(=O)COC(=O)c1ccc(Sc2ncn[nH]2)c([N+](=O)[O-])c1
  1.3, 8.9, -20.5, -1.7, 3.5, -9.6, -6.5, 0.156, -5.0
NC(=O)c1ccccc1Nc1nc2nc3ccccc3c(=O)n2cc1Br
  -1.5, -1.5, -2.5, -13.2, 6.3, -0.8, -0.8, -1.69, 2.2
CCOc1cc(C(=O)OCc2ccc(C(=O)OC)o2)cc(Br)c1OC
  -0.1, 31.1, -0.6, 5.5, -11.8, -14.4, 6.2, ., 8.1
Cc1ccc(NC(=O)CN2CCN(S(=O)(=O)c3cccs3)CC2)cc1S(=O)(=O)N(C)C
  0.9, -56.2, -8.4, 1.1, 11.5, -19.0, -2.1, -0.337, -2.2
O=C(Cn1cncn1)N/N=C/c1c2ccccc2cc2ccccc12
  0.4, -112.8, -3.5, 10.9, -6.0, -21.3[20 µM], -8.1, -0.0905, 12.6
Cn1c(SCC(=O)Nc2ccc(F)cc2)nc2c([nH]c3ccccc32)c1=O
  2.4, -12.8, -0.2, 14.1, 6.1, -26.8, -3.5, -0.00105, -5.8
CCOC(=O)CN1N=C(c2ccc(Cl)s2)CSC1=O
  1.4, 1.0, -0.5, 10.3, 8.9, 0.2, 7.0, 0.806, -17.7
Cc1c(C(=O)Oc2cccc3ccccc23)cnn1-c1ccccc1
  0.0, 14.2, -0.6, 1.0, 28.4, -20.2[20 µM], 19.3, 0.009, 2.6
